# HDAC3 inh: human HDAC3 inhibition. recombinant HDAC3, fluorogenic peptide/trypsin coupled, fluorescence. inhibition, % at 8.3 µM. 0.15% of 320,000 active. AID 2718; in the data active means inhibition above about 26%, passing the limit was not always enough
# Target sequence (O15379 whole entry, looked up): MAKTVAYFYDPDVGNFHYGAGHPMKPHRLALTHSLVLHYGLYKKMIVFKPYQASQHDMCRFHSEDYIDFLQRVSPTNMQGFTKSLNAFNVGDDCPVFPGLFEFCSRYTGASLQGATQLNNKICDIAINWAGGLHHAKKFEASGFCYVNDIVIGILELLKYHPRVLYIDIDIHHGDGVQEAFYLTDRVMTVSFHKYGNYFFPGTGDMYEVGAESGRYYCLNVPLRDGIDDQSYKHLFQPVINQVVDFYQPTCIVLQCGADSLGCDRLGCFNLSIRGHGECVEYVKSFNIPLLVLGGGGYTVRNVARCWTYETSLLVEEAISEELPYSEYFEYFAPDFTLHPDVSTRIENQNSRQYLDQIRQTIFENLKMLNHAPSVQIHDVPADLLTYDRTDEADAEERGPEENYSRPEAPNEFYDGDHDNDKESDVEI
# MrgX1 PAM: human MrgX1 positive allosteric modulation, primary screen | Q96LB2 | MrgX1-HEK293, Fluo-4 calcium flux, FDSS; active compounds read high | B-score at 10 µM | 0.63% of 310,000 active | AID 588675;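 active means plate-corrected calcium response at least 3 library SD above typical, normal starting fluorescence, not activating the receptor alone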;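 further: compound read alongside a low EC10 to EC30 dose of BAM8-22 agonist; peak minus trough fluorescence over baseline measured at the second addition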
# Target sequence (Q96LB2 whole entry, looked up): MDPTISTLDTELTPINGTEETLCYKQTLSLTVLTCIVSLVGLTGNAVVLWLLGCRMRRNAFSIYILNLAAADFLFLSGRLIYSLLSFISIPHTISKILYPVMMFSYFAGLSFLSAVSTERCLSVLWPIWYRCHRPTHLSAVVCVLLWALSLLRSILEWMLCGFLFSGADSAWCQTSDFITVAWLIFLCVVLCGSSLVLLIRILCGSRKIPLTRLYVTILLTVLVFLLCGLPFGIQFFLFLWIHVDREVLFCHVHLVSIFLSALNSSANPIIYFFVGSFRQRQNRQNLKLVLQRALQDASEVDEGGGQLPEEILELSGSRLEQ
# RGS4 inh: human RGS4 inhibition; 0.45% of 310,000 active; B-score at 10 µM; HEK293 M3R/RGS4 inducible, Fluo-4 calcium flux; active compounds read high; triggered by carbachol at its EC20; AID 463165; P49798;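 active means B-score, a plate-corrected calcium signal, over three deviations above library mean, with baseline fluorescence within five deviations of library mean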;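 further: RGS4 expression induced by doxycycline in cells with stable M3 receptor; B-score is computed from the integrated fluorescence ratio over baseline after carbachol; higher B-score means a larger calcium signal and so more RGS4 inhibition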
# Target sequence (P49798 whole entry, looked up): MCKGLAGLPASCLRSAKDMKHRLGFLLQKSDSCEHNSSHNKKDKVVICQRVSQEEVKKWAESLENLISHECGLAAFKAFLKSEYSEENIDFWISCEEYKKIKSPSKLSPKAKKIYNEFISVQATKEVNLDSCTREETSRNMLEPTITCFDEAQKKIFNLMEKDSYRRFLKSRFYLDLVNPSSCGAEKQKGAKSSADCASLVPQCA
# RGS4 act: potentiators or activators of RGS4 | HEK293 M3R/inducible RGS4, carbachol calcium flux Fluo4; active compounds read low | B-score at 10 µM | 0.92% of 310,000 active | AID 463111;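 active means B-score of the integrated calcium signal more than 4 SD below the library mean, with starting fluorescence not abnormally high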;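 further: negative B-score means reduced calcium response which marks RGS4 activation or potentiation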
#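 Reagent: ECmax carbachol challenge; Test system: M3R-expressing HEK293 line, RGS4 induced by doxycycline; Schedule: overnight RGS4 induction, 30 min dye load 37 °C, 20 min compound RT; Detection: calcium dye Fluo4 fluorescence; Read-out: Agonist-evoked peak-minus-minimum fluorescence over baseline, integrated ratio, B score.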
# SKKanGAS inh: SKKanGAS growth inhibition. inhibition, % at 7.5 µM. AID 1662. 1.3% of 300,000 active. S. pyogenes SKKanGAS, kanamycin growth, BacTiter-Glo, 6 h;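 active means mean replicate score, as percent of positive control median, at least 50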;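 further: strain carries kanamycin resistance gene driven by streptokinase promoter and grows in 40 µg/ml kanamycin; loss of luminescence reflects streptokinase promoter inhibition or plain growth inhibition; 0% = median of DMSO wells and 100% = positive control at its reference dose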
# MrgX1 agonist: activates human MrgX1 receptor signaling | Q96LB2 | MrgX1-HEK293 cells, Fluo-4 calcium fluorescence, agonist mode; active compounds read high | B-score at 10 µM | 0.44% of 310,000 active | AID 588627;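 active means calcium response B-score plate-corrected fluorescence ratio at least 3 library SD, with starting fluorescence B-score inside 5 SD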
#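 System: HEK293 cells stably expressing human MrgX1 receptor; Dosing: test compound in the initial addition of three; Schedule: overnight plating, then 30 min 37 °C plus 30 min room-temperature dye loading; Detection: kinetic calcium dye fluorescence, Fluo-4 NW; Controls: per-plate positive and negative controls for Z′ factor.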
# MrgX1 antagonist: antagonists of human MrgX1 receptor | 1.3% of 310,000 active | MRGX1-HEK293 calcium flux, Fluo-4, BAM8-22 antagonism; active compounds read low | AID 588676 | B-score at 10 µM;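 active means calcium-response B-score plate-corrected more than 3 library SD below zero, starting fluorescence within 5 deviations, no agonist response on first addition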;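 further: peak minus trough fluorescence over baseline after final BAM8-22 challenge near maximal dose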
# TRPC6 activator: activates the mouse TRPC6 cation channel; Q61143; HEK293-TRPC6 membrane potential dye fluorescence; active compounds read high; B-score at 10 µM; 0.13% of 310,000 active;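 active means B-score of the integrated fluorescence ratio above library mean plus 3 SD, and starting fluorescence ratio within library mean plus 5 SD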;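 further: higher score means more depolarization so channel activation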
# TMEM16A inh: inhibitors of mouse TMEM16A calcium-activated chloride channel; 1.2% of 310,000 active; normalized B-score (activity score, 25-100; higher = stronger inhibition) at 10 µM; Q8BHY3; HEK293 TMEM16A/YFP iodide influx fluorescence, ionomycin;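 active means ratio plate-corrected score three or more library SD toward inhibition, starting fluorescence score within five deviations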;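 further: score derived from kinetic fluorescence span divided by baseline fluorescence per well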
# ANO1 activ: activates or potentiates the mouse TMEM16A chloride channel; B-score at 10 µM; HEK293 TMEM16A/YFP-H148Q/I152L, iodide quench fluorescence; active compounds read low; 0.3% of 340,000 active;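 active means fluorescence-ratio B-score plate-corrected deviation score at least 3 library SD below zero, with starting fluorescence score within 5 deviations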;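 further: channel opened by trigger with iodide after compound preincubation; score built on the fluorescence ratio of max minus min over baseline; more negative score means more quench and so TMEM16A activation or potentiation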
# TRPC6 inhibitor: blocks the mouse TRPC6 cation channel; Q61143; HEK293-TRPC6, membrane potential dye, ACh-evoked depolarization; active compounds read low; B-score at 10 µM; 1.1% of 310,000 active;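 active means B-score under library mean minus 3 SD, initial fluorescence not abnormally high, positive integrated signal ratio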;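 further: B-score derived from integrated fluorescence ratio over the kinetic read; more negative B-score means stronger inhibition of depolarization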
# Numbers without * were called inactive; i = inactive; . = not tested or not shown. Random draw from the library. About 6.7% of those tested had a hit in this group.
smiles	HDAC3 inh	MrgX1 PAM	RGS4 inh	RGS4 act	SKKanGAS inh	MrgX1 agonist	MrgX1 antagonist	TRPC6 activator	TMEM16A inh	ANO1 activ	TRPC6 inhibitor
Cc1ccc(N(C(=O)C(F)(F)F)C(C(=O)NC2CCCCC2)c2cccs2)cc1 (centres undefined)	4	i	i	i	-1	i	i	i	i	i	i
CC(=O)Nc1nc2ccccc2n1Cc1ccc(C)cc1	-1	i	i	i	24	i	i	i	i	i	i
CCCN(CCC)Cc1c(C(=O)N/N=C/C(C)=C\c2ccco2)nnn1-c1nonc1N	-4	i	i	i	8	i	i	i	i	i	i
COc1cc(NS(=O)(=O)c2ccc(NC(=O)/C(=C/c3ccccc3Cl)NC(=O)c3ccccc3)cc2)nc(OC)n1	9	i	i	i	23	i	i	i	i	i	i
CCOc1ccccc1NC(=O)COC(=O)c1cc[n+]([O-])cc1	-3	i	i	i	-2	i	i	i	i	i	i
O=C(CNC(=O)c1ccc(Br)o1)Nc1ncccc1O	-6	i	i	i	-2	i	i	i	i	i	i
CCn1nc(C)c(NC(=O)CCCSc2nc(-c3ccco3)cc(C(F)(F)F)n2)c1C	6	i	i	i	3	i	i	i	i	i	i
CCOC(=O)c1c(N2C(=O)Nc3cc(Cl)c(Cl)cc3N2O)sc2c1CCCCC2	-1	i	.	.	.	50*	i	.	i	i	.
CC1Cc2nc(SCC(=O)N3CCCc4ccccc43)n(C)c(=O)c2S1 (centres undefined)	3	i	i	i	3	i	i	i	i	i	i
CCCn1c(SCC(=O)N2CCCC(C)C2)nnc1-c1ccccn1 (centres undefined)	-3	i	i	i	2	i	i	i	i	i	i
O=C(O)/C=C/c1ccc(Cn2ccnc2)cc1	-14	i	i	i	0	i	i	i	i	i	i
Cn1c(SCc2ccc(C#N)cc2)nnc1-c1ccncc1	-5	i	i	i	-4	i	i	i	i	i	i
C=CCn1c(=O)c2ccccc2n2c(SCC(=O)NCC)nnc12	-5	i	i	i	-8	i	i	i	i	i	i
COc1ccccc1CNC(=O)c1cc(C)nc2ccccc12	-5	i	i	i	-2	i	i	i	i	i	i
Cc1ccc(C(=O)C(OC(=O)c2cnccn2)c2ccccc2)cc1 (centres undefined)	1	i	i	i	1	i	i	i	i	i	i
COCCn1c(-c2ccccc2)cnc1SCC(=O)Nc1cccc2ccccc12	-1	i	i	i	0	i	i	i	i	i	i
COc1ccccc1NC(=O)C1=C(C)Nc2ncnn2C1c1ccccc1C (centres undefined)	0	i	i	i	8	i	i	i	i	i	i
Cc1ccc(S(=O)(=O)Nc2nncs2)cc1	1	i	i	i	-4	i	i	i	i	i	i
COc1ccc(NC(=O)c2ccccc2NC(=O)C2CCCO2)cc1 (centres undefined)	-2	i	i	i	-3	i	i	i	i	i	i
Cc1ccc(SC(=O)c2c([N+](=O)[O-])c(C)nn2C)cc1	3	i	i	i	8	i	i	i	i	i	-7.2*
CC(=O)Nc1cccc(C(=O)Nc2cccnc2)c1	10	i	i	i	3	i	i	i	i	i	i
CCCCC(=O)Nc1cccc(-c2nnc(-c3ccccc3)o2)c1	0	i	i	i	-4	i	i	i	i	i	i
O=C(/C=C/Nc1ccccc1)c1ccccc1	9	i	i	i	3	i	i	i	i	i	i
CCOc1ccc(CCNC(=O)CN2C(=O)CCSc3ccccc32)cc1OCC	-2	i	i	i	-7	i	i	i	i	i	i
COC(=O)[C@H](CC(C)C)NC(=O)Nc1ccc(S(N)(=O)=O)cc1	-9	i	i	i	-6	i	i	i	i	i	i
COc1cc(NC(=O)c2cc([N+](=O)[O-])ccc2NC(=O)CN2CCN(c3ccccn3)CC2)cc(OC)c1	0	i	i	i	7	i	i	i	i	i	-5.9*
CC1CCCCN1CC(=O)Nc1cc(S(=O)(=O)N2CCOCC2)ccc1N1CCCC1 (centres undefined)	8	i	i	i	0	i	i	i	i	i	i
COc1ccccc1C(=O)Nc1ccc(C(=O)N2CCCC2)cc1	1	i	i	i	-4	i	i	i	i	i	i
CC(C)(C)OC(=O)[C@H](Cc1ccccc1)NC(=O)c1nc[nH]c1C(=O)NCCCCCN	2	i	i	i	5	i	i	i	i	i	i
COc1ccc(NC(=S)Nc2ccc(F)cc2)cc1	-3	i	i	i	6	i	i	i	i	i	i
O=C(NC1CCCC1)C(c1ccncc1)N(C(=O)c1csnn1)c1ccc(F)cc1 (centres undefined)	6	i	i	i	-3	i	i	i	i	i	i
COC(=O)c1cc(S(=O)(=O)NCC2CCN(Cc3ccccc3F)CC2)c[nH]1	-5	i	i	i	-2	i	i	i	i	i	i
O=[N+]([O-])c1cccc(NC(=S)N2CCN(S(=O)(=O)c3ccccc3)CC2)c1	-14	i	i	i	1	i	i	i	i	i	i
CN1CCN(c2oc(Cc3cccc4ccccc34)nc2C#N)CC1	1	i	i	i	0	i	i	i	i	i	i
COc1ccc(S(=O)(=O)Nc2ccccc2-c2nc3ccccc3[nH]c2=O)cc1	-1	i	i	i	-1	i	i	i	i	i	i
CCC(=O)c1ccc(OCC(=O)Nc2ccccc2C(=O)N2CCCCC2)cc1	2	i	i	i	-1	i	i	i	i	i	i
Cc1[nH]n(-c2ccccc2)c(=O)c1C(c1cccc([N+](=O)[O-])c1)c1c(C)[nH]n(-c2ccccc2)c1=O	3	i	i	i	-3	i	i	i	i	i	i
Cc1noc(C)c1C(=O)NCCC1=CCCCC1	-1	i	i	i	3	i	i	i	i	i	i
Cc1cc([N+](=O)[O-])nn1CCCC(=O)NC(C)c1ccccc1 (centres undefined)	2	i	i	i	-9	i	i	i	i	i	i
NC(=O)c1ccc(NC(=O)COC(=O)/C=C/c2cn(-c3ccccc3)nc2-c2cccnc2)cc1	-16	i	i	i	-10	i	i	i	i	i	i
COc1ccc(CN2C(=O)c3cccc4cccc(c34)C2=O)cc1	-11	i	i	i	5	i	i	i	i	i	i
Nc1cc2c(cc1C(=O)c1cccc(Br)c1)OCCO2	5	i	i	i	-24	i	i	i	i	i	i
COc1ccc(OCC(=O)OC(C)CN2CCOCC2)cc1 (centres undefined)	2	i	i	i	0	i	i	i	i	i	i
O=C(CCl)N1c2ccccc2CCc2ccccc21	-9	i	i	i	-1	i	i	i	i	i	i
COc1ccc(NC(=O)CCCn2nc(C)c3c(C)n(-c4ccccc4)nc3c2=O)cc1OC	-10	i	i	i	-1	i	i	i	i	i	i
CCCn1c(=N)c(C(=O)NCc2ccc3c(c2)OCO3)cc2c(=O)n3cccc(C)c3nc21	-6	i	i	i	12	i	i	i	i	i	i
Cc1cc(C(F)(F)F)c2c(N)c(C(=O)NC3CC3)sc2n1	2	i	i	i	14	i	i	i	i	i	i
CSc1nc(NNC=O)cc(Oc2ccc(NC(C)=O)cc2)n1	-3	i	i	i	4	i	i	i	i	i	i
O=C(CSc1ccc(-c2ccco2)nn1)N1CCCCCC1	-4	i	i	i	-4	i	i	i	i	i	i
O=C1[C@H]2[C@@H](c3ccc(F)cc3)N3C(=O)N(c4cccc(Cl)c4)C(=O)[C@@]3(Cc3ccccc3)[C@H]2C(=O)N1C1CCCCC1	3	i	i	i	7	i	i	i	i	i	i
COc1ccc(NC(=O)Cn2c3ccccc3c3nc4n(c(=O)c32)CCS4)cc1	-7	i	i	i	11	i	i	i	i	i	i
CC(=O)N(c1ccc2oc(=O)sc2c1)S(=O)(=O)c1ccc(C(=O)O)cc1	-2	i	i	i	1	i	i	i	i	i	i
O=C(O)c1nn(CCOc2ccccc2F)c(=O)c2ccccc12	1	i	i	i	-3	i	i	i	i	i	i
Cn1c(/N=C/c2cc(Cl)ccc2O)nc2ccccc21	1	i	i	i	0	i	i	i	i	.	i
Oc1ccc(N=Nc2ccc3c(c2)OCO3)c2ccccc12	-3	i	i	i	88*	i	i	i	i	.	i
O=C(c1ccc(F)cc1)N1CCCC(C(=O)N2CCCCC2)C1 (centres undefined)	7	i	i	i	1	i	i	i	i	i	i
COc1ccc(-c2cc(C(=O)Nc3cc(S(=O)(=O)N4CCOCC4)ccc3N3CCOCC3)c3ccccc3n2)cc1	2	i	i	-7*	18	i	i	i	i	i	i
CC1(C)CC(=O)c2cc(OCC(=O)NCCN3CCCc4ccccc43)ccc2O1	-17	i	i	i	-8	i	i	i	i	i	i
Cc1cc(C)nc(SC2c3cccc4cccc(c34)C2NS(=O)(=O)c2ccccc2)n1 (centres undefined)	.	i	i	i	16	i	i	i	i	i	i
FC(F)(F)c1cccc(CN2CCC(c3cc(-c4cccs4)n[nH]3)CC2)c1	15	i	i	i	7	i	i	i	i	i	i

# The list goes on; it opens with the 2 that closed the last part.
smiles	HDAC3 inh	MrgX1 PAM	RGS4 inh	RGS4 act	SKKanGAS inh	MrgX1 agonist	MrgX1 antagonist	TRPC6 activator	TMEM16A inh	ANO1 activ	TRPC6 inhibitor
Cc1cc(C)nc(SC2c3cccc4cccc(c34)C2NS(=O)(=O)c2ccccc2)n1 (centres undefined)	.	i	i	i	16	i	i	i	i	i	i
FC(F)(F)c1cccc(CN2CCC(c3cc(-c4cccs4)n[nH]3)CC2)c1	15	i	i	i	7	i	i	i	i	i	i
O=C(N/C(=C/C=C/c1ccccc1)C(=O)N1CCOCC1)c1ccccc1Cl	.	i	i	i	-3	i	i	i	i	i	i
C#CCNC(=O)C1=C[C@@H](C2CCCCC2)C[C@@H](OCc2ccc(CO)cc2)O1	6	i	i	i	5	i	i	i	i	i	i
COc1ccc(/C=C/C(=O)c2ccc([N+](=O)[O-])o2)cc1	1	i	11*	i	30	i	i	i	i	i	i
COc1ccc(CC(=O)NCc2ccc(-n3cccc3)cc2)cc1OC	-9	i	i	i	6	i	i	i	i	i	i
COC(=O)/C(=C/c1ccco1)NC(=O)c1ccc(Br)o1	10	i	i	i	-6	i	i	i	i	i	i
Cc1cccc(N2CC(C(=O)Nc3ccc(S(=O)(=O)Nc4nccs4)cc3)CC2=O)c1C (centres undefined)	0	i	i	i	-2	i	i	i	i	i	i
